GLS inh: inhibitors of human glutaminase (GLS); O94925; GLS enzymatic activity, qHTS titration; Potency, µM (series often up to 45.5 µM), for the others: top-dose activity change, negative = inhibition, usual class: inhibitors; 410,000 tested, 0.21% active; AID 624170; note: potency is the fitted concentration of half-maximal effect; % is set by controls: 0 for no effect and ±100 for the full control effect
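hKGA in 45 mM KH2PO4 (pH 8.2), 0.02% Tween-20 with compound, then 1mM L-Glutamine (stock as added) plus glutamate oxidase/HRP/Amplex red coupling mix. Fluorescence read initially and after 30 min at RT; signal change reflects glutamate formation.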
PI4K2A block: blocks human PI4K2A kinase activity; activity change, negative = inhibition, % at 76.9 µM; Q9BTU6; 420,000 tested, 0.13% active; purified PI4K2A, ADP-Glo luminescence, 1 h; stronger effect = lower value; in the data active = activity change below about -50%; inconclusive = mostly about -30% to -49%;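 note: -100% = wells without enzyme as full effect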
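In this quantitative HTS, ADP production by PI4K2A was quantified luminescently after 1 h at ambient temperature; 100 microM adenosine served as plate-quality control.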
RGS4 inh: inhibitors of human regulator of G protein signaling 4; Potency, µM (titrated, usually from 114 µM), inactives show top-dose activity change, negative = inhibition, most hits filed as inhibitors; P49798; AID 504845; Transcreener GDP fluorescence polarization, RGS4-accelerated GTP hydrolysis; 390,000 tested, 0.039% active; note: potency is the fitted concentration of half-maximal effect; % is set by controls: 0 for no effect and ±100 for the full control effect; nearly all actives have a fitted effect of over 75% in size; some results filed as inactive show a strong effect at the top dose
Target sequence (P49798 whole entry, looked up): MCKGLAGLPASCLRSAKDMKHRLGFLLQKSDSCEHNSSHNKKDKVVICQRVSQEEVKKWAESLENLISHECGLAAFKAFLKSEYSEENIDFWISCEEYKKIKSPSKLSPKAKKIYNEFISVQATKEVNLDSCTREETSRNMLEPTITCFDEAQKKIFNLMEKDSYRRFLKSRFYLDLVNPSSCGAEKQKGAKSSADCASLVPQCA
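MLSMR compounds (23 nl, pin-transferred) preincubated 10 min at room temperature with a 500nM (2x) first reagent, then RGS4 at 900nM (2x) plus Transcreener GDP mix added; fluorescence polarization (620/688 nm) read before and after 90 min at 30 °C.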
ERG-DNA inh: inhibitors of human ERG Ets domain-DNA interaction. AID 624246. Potency, µM (doses to about 76.9 µM), without a hit: at the highest dose FP activity, negative = inhibition, most hits filed as inhibitors. 370,000 tested, 0.028% active. fluorescence polarization, His-ERG Ets domain / labelled DNA. P11308; active = well fitted inhibition curve with a large enough effect in the polarisation, with a control signal flat; inconclusive = small, poorly fitted or top-dose-only effect, or effect the other way, or a change in a side signal; inactive = no such curve, though single readings can be large or run the other way; the % refers to the polarisation;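 note: polarization taken with two DNA probes labelled with fluorescein and Texas red; potency is the fitted concentration of half-maximal effect; % of control where 0% means no effect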
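His-tagged ERG Ets domain (1 uM in the protein solution; 300mM KCl, 50mM Tris-HCl, 1mM EDTA, 1mM DTT, pH 7.5) received compound, then a probe mix of 5 nM fluorescein-DNA and 100nM Texas-615-DNA. Fluorescence polarization was read for both dyes.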
HP1b chromo inh: inhibitors of HP1-beta chromodomain binding to methylated histone tails; AlphaScreen HP1-beta / biotin-H3K9me3 peptide binding; Potency, µM (titrated, usually from 114 µM), inactives show top-dose activity change, negative = inhibition, usual class: inhibitors; 390,000 tested, 0.56% active; AID 540317; note: potency is the fitted concentration of half-maximal effect; nearly all actives have a fitted effect of over 70% in size; inactives centre near 23
Target sequence (P83916 whole entry, looked up): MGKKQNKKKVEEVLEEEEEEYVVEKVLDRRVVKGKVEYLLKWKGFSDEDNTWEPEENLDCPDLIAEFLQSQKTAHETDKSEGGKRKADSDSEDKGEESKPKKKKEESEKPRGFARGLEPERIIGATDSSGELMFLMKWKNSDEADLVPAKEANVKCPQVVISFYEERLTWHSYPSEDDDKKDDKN
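HP1-beta protein (50 nM final) preincubated 30 min at room temperature with biotinylated H3(1-18)K9me3 peptide (50 nM) in PBS pH 7.4, 0.01% Tween-20, then compound added for 30 min. AlphaScreen streptavidin donor/nickel chelate acceptor beads (10 ug/mL final), 30 min dark, luminescence read.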
JMJD2A Tudor: inhibitors of human JMJD2A Tudor domain; Potency, µM (highest dose often 114 µM), without a hit: at the highest dose activity change, negative = inhibition, hits mostly inhibitors; AlphaScreen JMJD2A-Tudor / H3K4me3 peptide binding; O75164; 390,000 tested, 4.4% active; note: potency is the fitted concentration of half-maximal effect; % is set by controls: 0 for no effect and ±100 for the full control effect; nearly all actives have a fitted effect of over 50% in size
G9a block: blocks human histone lysine methyltransferase G9a | Q96KQ7 | G9a H3K9 monomethylation, AlphaScreen, 2 h | Potency, µM (titrated, usually from 102 µM), without a hit: top-dose activity, negative = inhibition, most hits filed as inhibitors | 350,000 tested, 8.8% active | AID 504332; note: potency is the fitted concentration of half-maximal effect; % is set by controls: 0 for no effect and ±100 for the full control effect; nearly all actives have a fitted effect of over 75% in size
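AlphaScreen read-out: biotin-H3K9 peptide (500 nM) methylation by 20 nM enzyme with 20 uM SAM, 2 h at room temperature after 15 min compound preincubation; anti-monomethyl H3K9 antibody plus donor/acceptor beads, 10 min dark.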
BAZ2B inh: BAZ2B (human) inhibition | Potency, µM (highest dose often 114 µM), for the others: at the top dose activity change, negative = inhibition, usual class: inhibitors | Q9UIF8 | AlphaScreen BAZ2B-H3K14Ac peptide displacement | 360,000 tested, 4.4% active | AID 504333; note: potency is the fitted concentration of half-maximal effect; % is set by controls: 0 for no effect and ±100 for the full control effect; nearly all actives have a fitted effect of over 60% in size
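AlphaScreen luminescence quantifies BAZ2B engagement of H3K14Ac peptide; the protein and biotinylated peptide are both at 50 nM final, buffer PBS pH 7.4 with 0.01% Tween-20, all steps at room temperature.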
12-LOX inh: inhibitors of human 12S-lipoxygenase ALOX12. P18054. purified 12hLO, xylenol orange hydroperoxide absorbance. Potency, µM (titrated, usually from 108 µM), for inactives: at the top dose activity change, negative = inhibition, most hits filed as inhibitors. 580,000 tested, 1.1% active. AID 1671190; note: potency is the fitted concentration of half-maximal effect; % is set by controls: 0 for no effect and ±100 for the full control effect
Target sequence (P18054 whole entry, looked up): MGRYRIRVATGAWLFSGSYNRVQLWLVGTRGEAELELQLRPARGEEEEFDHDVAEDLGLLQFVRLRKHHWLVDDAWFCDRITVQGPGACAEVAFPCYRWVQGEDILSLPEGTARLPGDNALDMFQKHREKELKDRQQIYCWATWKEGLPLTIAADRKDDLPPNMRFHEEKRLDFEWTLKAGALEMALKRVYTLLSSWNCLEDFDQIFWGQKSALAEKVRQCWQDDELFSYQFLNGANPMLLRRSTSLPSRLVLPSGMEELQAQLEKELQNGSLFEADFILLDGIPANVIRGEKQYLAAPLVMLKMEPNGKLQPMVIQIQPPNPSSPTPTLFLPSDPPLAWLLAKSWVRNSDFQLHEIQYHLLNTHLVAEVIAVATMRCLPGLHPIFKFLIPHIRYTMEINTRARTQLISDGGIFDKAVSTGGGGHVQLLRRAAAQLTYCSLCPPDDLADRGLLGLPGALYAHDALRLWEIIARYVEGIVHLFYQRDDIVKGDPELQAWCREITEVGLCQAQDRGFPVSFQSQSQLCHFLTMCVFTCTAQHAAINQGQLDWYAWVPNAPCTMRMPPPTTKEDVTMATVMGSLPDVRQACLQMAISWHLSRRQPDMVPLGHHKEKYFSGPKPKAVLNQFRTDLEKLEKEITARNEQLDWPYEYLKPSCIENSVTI
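Hydroperoxide product was detected by ferrous iron/xylenol orange as the 573 to 405 nm absorbance ratio. Arachidonic acid at 40 uM (final) was turned over for 30 min at room temperature by 150 nM human 12hLO, pH 7.0 Hepes buffer, after 15 min compound preincubation.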
Starred values were filed as active, the others as inactive; u = inconclusive; x = no result given; & = joins results of further samples; [ ] = dose if it differs, or a comment. Unless noted, calls come from the whole dose curve; as a rule, active = well fitted curve in the direction sought with a large enough effect; inconclusive = small, poorly fitted or top-dose-only effect, or another doubt; inactive = no such curve, though single readings can be large; an effect the other way counts as inactive or inconclusive. These rows are one share of the data; rates above refer to the full screens.

Structure	GLS inh	PI4K2A block	RGS4 inh	ERG-DNA inh	HP1b chromo inh	JMJD2A Tudor	G9a block	BAZ2B inh	12-LOX inh
COc1ccc(N2C(=O)c3ccccc3NC2c2ccc(OC)c(CSc3ccccn3)c2)cc1 (stereo not drawn)	-3%	8	10%	1%	15%	-14%	22%	1%[57.1 µM]	19%
O=C(NCc1ccc(F)cc1)Nc1ccc(Cl)cc1	5%	-6	5%	9%	3%	-5%	x	-3%	0%
O=c1cc(C(F)(F)F)oc2c1ccc1ccccc12	2%	-3	4%[56.9 µM]	4%	72%[activator]	-14%[57.1 µM]	16%[59 µM]	-1%	1%
COc1ccc(C(=O)CSc2nnc(CN3CCCCC3)n2-c2ccc(Cl)cc2)cc1OC	1%	3	-23%	-10%	9%	u	u	u	-23%
CCn1c(C)nc2cc(C(=O)N/N=C/c3ccc(N4CCOCC4)cc3)ccc21	-8%	2	u	3%	-17%	-20%[57.1 µM]	-11%	-21%	0%
COc1cccc2oc(CCc3ccccc3)cc(=O)c12	-3%	-3	7%	10%	26%	-8%	x	x	6%
CC1(C)Cc2cccc(C(=O)Nc3ccncc3)c2O1	3%	-3	5%	-3%	29%	-8%	x	-10%	-18%
CSCCC(C(=O)NC1=NCCS1)N1C(=O)c2ccccc2C1=O (stereo not drawn)	-3%	-2	-40%	3%	-5%	79µM*	-12%	u	-23%
CCn1cc(S(=O)(=O)NC(C)c2cc(OC)ccc2OC)cn1 (stereo not drawn)	0%	1	-9%	-11%	47%[activator]	-11%	15%	-3%	0%
COc1cccc(NC(=S)NC(=O)c2cccnc2)c1	7%	1	-35%	1%	21%	-6%	7.9µM*	-37%	0%
CCN(CC)c1ccc(/C=C(\C#N)C(=O)NCc2ccccc2)cc1	3%	8	2%	4%	43%	17%	13%[59 µM]	36%[activator]	x
CC(C)[C@H](NC(=O)OCc1ccccc1)C(=O)NC(C=O)Cc1ccccc1 (stereo partly drawn)	11%	5	-16%	-10%	9%	-12%	u	13%	x
Cc1c(NC(=O)c2cc(-c3ccc(Cl)s3)nc3ccccc23)c(=O)n(-c2ccccc2)n1C	6%	-3	10%	6%	-3%	-25%	16%[59 µM]	1%	26%
COc1ccc(NS(=O)(=O)c2cc(NC(=O)c3nc4nc(C)cc(C)n4n3)ccc2C)cc1	0%	3	-12%	0%	2%	-19%	5%	-24%	4%
O=C(O)CCC(=O)Nc1ccc(N2CCCCCC2)cc1	47%[activator]	-5	-24%	2%	7%	-35%	0.89µM*	u	u
NS(=O)(=O)c1ccc(NC(=O)COC(=O)c2ccc(S(=O)(=O)N3CCOCC3)cc2)cc1	-2%	-4	21%	-3%	8%[57 µM]	-1%	x	x	-1%
CC(=O)Nc1ccc(S(=O)(=O)NNC(=O)C2CCCCC2)cc1	27%	-5	7%	-7%	28%	1%	1%	-4%	13%
CCOC(=O)N1CCN(c2ccc(C(=O)c3cccc(F)c3)cc2)CC1	15%	-1	-5%	x	89%	36%	-11%	48%[activator]	x
COc1cccc(/C=N/n2c(COc3ccccc3)n[nH]c2=S)c1	1%	9	-26%	4%	u	79µM*	1.8µM*	u	-5%
Cc1ccc2c(=O)cc(C(=O)Nc3nnc(CC(C)C)s3)oc2c1C	-7%	8	2%	-11%	49%[activator]	-22%	-28%[59 µM]	-2%	3%&-12%
Nc1nc(N2CCCCC2)nc(N(c2ccccc2)c2ccccc2)n1	-4%	2	5%	-1%	31%	-5%	0%[59 µM]	7%	9%
CC(C)(C)NCc1cc(Br)ccc1OC1CCCC1	0%	-2	22%[56.9 µM]	5%	29%	-21%	u	-5%	u
COC(=O)c1ccc(NC(=O)CC2C(=O)N(c3ccc(F)cc3)C(=O)N2Cc2ccc(OC)cc2)cc1 (stereo not drawn)	1%	3	-10%	-5%	44%[activator]	-4%	2%[59 µM]	-17%	u
Cc1ccc(Cn2c(=O)c3c(nc4n3CCN4Cc3ccco3)n(C)c2=O)cc1	u	5	11%	4%	-14%	u	-7%[59 µM]	-7%	0%
CC(Sc1cccc2cccc(C(=O)O)c12)C(=O)O (stereo not drawn)	1%	-8	15%	2%	32%	-23%	-18%	9%	0%
Cc1ccc(NC(=O)CSc2nc(N)cc(=O)[nH]2)cc1S(=O)(=O)N1CCCCCC1	-2%	7	-3%	1%	0%	-17%	x	x	1%
CCOc1ncccc1C(=O)OCC(=O)N(CC(C)C)c1c(N)n(Cc2ccccc2)c(=O)[nH]c1=O	0%	0	-16%	12%	-4%	-10%	-1%	-4%	-19%
C/C(=N\NC(=O)c1cccc(N/N=C(\C)c2ccccc2)c1)c1ccccc1	u	-1	u	-6%	-6%	-28%	2.8µM*	-24%	u
NC(=O)c1ccc[n+](CC(=O)c2ccc(NC(=O)c3ccccc3)cc2)c1	-11%	2	-6%	-2%	23%	13%	-2%	-26%	0%
C=C1SC(Nc2c(C)cccc2C)=NC12CCCCC2	-3%	-2	9%	4%	17%	-4%	-8%	u	u
COC(=O)c1ccc2c(c1)N(CC(=O)Nc1cccc(C(F)(F)F)c1)C(=O)c1ccccc1S2	-12%	0	-1%	-1%	13%[57 µM]	-15%	9%[59 µM]	-3%	-2%
O=C(Cc1ccc(Br)cc1)Nc1ccccc1N1CCCC1	3%	-3	-5%	5%	-3%	u	50µM*	u	-3%
Cc1ccc(CNCc2cccnc2)s1	-4%	-3	-26%	9%	71%[activator]	-5%	-5%	0%	0%
CC1(c2nnc(Cc3ccccc3)o2)CC(c2cccc(F)c2)=NO1 (stereo not drawn)	0%	2	-7%	-5%	38%	-6%	-8%[2.33 µM]	2%	-8%
O=C(/C=C/c1cc([N+](=O)[O-])ccc1OC(F)F)Nc1cccc([N+](=O)[O-])c1	1%	-2	11%	-14%	18%	-15%	47%[12.7 µM]	0%	1%
Cc1ccc(NC(=O)c2cc(C)nc3ccccc23)cc1	-9%	1	8%	2%	14%	-7%	-5%	-16%	0%&23%
COC(=O)c1sccc1NC(=O)Nc1cc(OC)ccc1OC	2%	3	2%	-3%	20%	-23%	5%	u	-2%
CCCNC(=O)c1ccc(N2CCC3(CC2)CC(c2cccc(Br)c2)=NO3)c(NC(=O)c2ccccc2)c1	-2%	-2	9%	-14%	49%[activator]	-23%	2%[2.33 µM]	4%	u
Cc1cc(Cl)ccc1OCC(=O)OC(C)C(=O)NC(N)=O (stereo not drawn)	-3%	0	-23%	4%	40%	-11%	19%[59 µM]	32%	0%
CCOC(=O)CC(=O)CSc1nc2ccccc2c(=O)n1-c1ccc(C(=O)N2CCOCC2)cc1	-7%	12	-18%	0%	23%	-8%	35%[0.501 µM]	-5%	-2%
O=C(Nc1ccnn1C1CCN(Cc2cccc(OCCO)c2)CC1)c1cccc(F)c1	3%	7	-7%	-2%	10%	-25%	x	-12%	1%
O=C1CCC/C1=C/Nc1ccc2c(c1)OCO2	x	0	-28%	4%	24%	-4%	u	u	-40%
Cc1nc(NC(=O)CSc2nnnn2C)sc1C	7%	-4	22%	-4%	9%	-12%	u	-2%	-22%
O=C(CSc1nc2cc(C(=O)NC3CCCC3)ccc2c(=O)n1CC1CCCO1)c1ccc(F)cc1 (stereo not drawn)	-5%	-3	6%	4%	-13%	-14%	0%[59 µM]	-5%	-10%
COc1ccc(Br)cc1CNC(=O)CSc1n[nH]c(-c2ccccc2)n1	-2%	0	-36%	1%	31%[57 µM]	-12%	-2%[59 µM]	4%	-23%
CC(C)C(=O)N(c1ccc2oc(=O)sc2c1)S(=O)(=O)c1cccs1	u	u	u	-14%	27%	-26%	35µM*	-36%	u
N=c1c2c(n(Cc3ccc(F)cc3)c3c1CCC3)CCCC2	0%	-1	10%	15%	18%	-16%	-1%	-3%	-6%
CCOc1ccc(NC(=O)c2ccc(NC(=O)COC(=O)c3ccc(NC(=O)CC#N)cc3)cc2)cc1	-13%	-85*	u	x	4%	u	13%[2.33 µM]	u	u

Limited to RGS4 inh, for some of the entries so far:
compound	RGS4 inh
COc1ccc(Br)cc1CNC(=O)CSc1n[nH]c(-c2ccccc2)n1	-36%
CC(C)C(=O)N(c1ccc2oc(=O)sc2c1)S(=O)(=O)c1cccs1	u

Continued.
Structure	GLS inh	PI4K2A block	RGS4 inh	ERG-DNA inh	HP1b chromo inh	JMJD2A Tudor	G9a block	BAZ2B inh	12-LOX inh
COc1ccc(Cl)cc1NC(=O)N1CCN(S(=O)(=O)c2ccc3c(ccn3C)c2)CC1	-7%	-5	-18%	2%	0%[57 µM]	-35%	2%[59 µM]	-13%	-6%
COc1cc(/C=C/c2nc3cc(Cl)ccc3c(=O)n2-c2ccc(C)cc2C)cc(OC)c1OC	7%	0	-8%	2%	57%[activator]	2%	-5%[59 µM]	-1%	-15%
O=C(c1cccs1)N1CCN(c2nc3ccccc3s2)CC1	7%	5	24%	2%	51%[activator]	-9%	88%[activator]	2%	-1%
Cc1ccc(NC(=O)c2cc(S(=O)(=O)NC3CCCCCC3)ccc2F)cc1F	-15%	1	36%	21%	22%	-14%	10%[59 µM]	4%	u

Bioassay records from PubChem BioAssay.
